Chronic BCR inh – blocks chronic active B-cell receptor signaling. Potency, µM (titrated, usually from 46.1 µM), for the others: at the top dose ratio change, negative = lower green/red ratio, most hits filed as inhibitors. 340,000 tested, 0.05% active. AID 493014. ABC-DLBCL IkBa-CBG/CBR reporter, luminescence ratio, 4 h; active = well fitted inhibition curve with a large enough effect in the signal ratio, with a control signal flat, not every such curve was filed as active; inconclusive = small, poorly fitted or top-dose-only effect, or effect the other way, or a change in a side signal; the % refers to the signal ratio;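 note: potency is the fitted concentration of half-maximal effect; plate controls were basal doxycycline-induced cells for no effect and cells given 10 µM MG132 for full effect; MG132 reads +100%, hits lower the ratio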
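Compounds up to 46 uM were incubated four hours with TMD8 cells whose green CBG68 luciferase is fused to IkappaBalpha; red CBR luminescence normalised the signal, and concentration-effect curves were fitted to fusion, red and ratio data.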
TSHR antag – antagonists of human thyroid stimulating hormone receptor. P16473. TSHR-expressing cells, TSH-stimulated cAMP HTRF, 2 h; stronger effect = lower value. activity change, negative = inhibition, % at 11.5 µM. 330,000 tested, 0.2% active;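 active = activity change below a set negative limit, meaning inhibition stronger than a set level, cut at about -70% in these data; inconclusive = activity change between two set negative limits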; note: % is set by controls: 0 for no effect and ±100 for the full control effect
Target sequence (P16473 whole entry, looked up): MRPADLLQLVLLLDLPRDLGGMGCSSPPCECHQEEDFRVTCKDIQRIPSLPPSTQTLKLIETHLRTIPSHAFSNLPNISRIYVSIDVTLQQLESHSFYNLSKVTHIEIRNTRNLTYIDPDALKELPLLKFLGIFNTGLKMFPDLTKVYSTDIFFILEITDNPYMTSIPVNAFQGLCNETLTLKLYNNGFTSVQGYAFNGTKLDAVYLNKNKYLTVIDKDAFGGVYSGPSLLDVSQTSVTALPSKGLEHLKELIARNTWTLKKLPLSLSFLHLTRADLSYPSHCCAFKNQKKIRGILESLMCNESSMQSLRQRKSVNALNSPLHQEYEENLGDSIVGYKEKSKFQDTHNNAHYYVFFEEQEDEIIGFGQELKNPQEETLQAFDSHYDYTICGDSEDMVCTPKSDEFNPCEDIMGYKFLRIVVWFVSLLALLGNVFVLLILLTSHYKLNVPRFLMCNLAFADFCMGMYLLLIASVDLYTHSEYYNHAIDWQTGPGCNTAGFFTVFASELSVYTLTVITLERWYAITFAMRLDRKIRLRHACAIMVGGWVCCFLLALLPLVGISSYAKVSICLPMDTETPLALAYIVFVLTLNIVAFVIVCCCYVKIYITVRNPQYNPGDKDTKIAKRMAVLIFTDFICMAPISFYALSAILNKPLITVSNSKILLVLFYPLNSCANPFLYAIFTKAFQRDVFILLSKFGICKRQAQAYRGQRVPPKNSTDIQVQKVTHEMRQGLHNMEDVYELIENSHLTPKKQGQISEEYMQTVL
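Freshly harvested TSHR cells receive pin-tooled compound, then EC80 TSH at 4nM final. After 2 hours at 37 deg C, antibody in lysis buffer and cAMP-d2 are added; 30 minutes at ambient temperature precede the HTRF read.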
Eya2 phos inh – Eya2 (human) phosphatase inhibition; O00167; recombinant Eya2, OMFP fluorescence dephosphorylation (OMFP is methylfluorescein phosphate); Potency, µM (top dose mostly 76.9 µM), for inactives: top-dose activity, negative = inhibition, hits mostly inhibitors; 330,000 tested, 0.006% active; note: potency is the fitted concentration of half-maximal effect; % is set by controls: 0 for no effect and ±100 for the full control effect
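Eya2 (0.2 uM) preincubated 10 min at ambient with compound, then OMFP substrate added at 50 uM; 10 min reaction in 50 mM HEPES pH 7.5, 50 mM NaCl, 5 uM MgCl2, 0.05% BSA, 1 mM DTT. Fluorescence read at Ex 485/Em 525 nm.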
a7 integrin act – activators of alpha7 integrin expression for muscular dystrophy; AID 624291; 350,000 tested, 0.064% active; Potency, µM (top dose mostly 38.3 µM), for the others: at the top dose activation, most hits filed as activators; alpha7betagal myoblasts, beta-gal FDG fluorescence, 48 h;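 note: potency is the fitted concentration of half-maximal effect; 100% = response of the positive control SU9516; nearly all actives have a fitted effect of over 60% in size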
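alpha7betagal+/- myoblasts (passage 13, 250/well) treated 48 h at 37C with compounds at 1:260 dilution of DMSO stock. Lysed, then beta-galactosidase activity read as FDG fluorescence (ex 480/em 540) after 30 min, with pre-read for autofluorescence.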
S-ASM inh – inhibitors of human secretory acid sphingomyelinase. 340,000 tested, 0.006% active. P17405. placental ASM, HMU-PC fluorogenic substrate, 60 min. Potency, µM (doses to about 57.5 µM), for inactives: top-dose activity change, negative = inhibition, actives largely listed as inhibitors; note: potency is the fitted concentration of half-maximal effect
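HMU-PC0 cleavage (9 uM final) by human placental ASM, 60 min at 37 °C following 10 min compound exposure at RT; stopped at pH 10, fluorescence Ex 386/Em 447 nm.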
PTAP TSG101 blk – blocks PTAP/TSG101 interaction to inhibit HIV-1 budding | Q99816 | Fluorescence polarization, FITC-PTAP peptide / Tsg101 binding | Potency, µM (titrated, usually from 115 µM), without a hit: at the highest dose activity change, negative = inhibition, most hits filed as inhibitors | 340,000 tested, under 10 active; active = well fitted inhibition curve with a large enough effect in the main read-out, with a control signal flat, not every such curve was filed as active; inconclusive = small, poorly fitted or top-dose-only effect, or effect the other way, or a change in a side signal; inactive = no such curve, though single readings can be large or run the other way; note: potency is the fitted concentration of half-maximal effect; % of control where 0% means no effect
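FP read-out: FITC-PTAP peptide, 50 nM final, binding Tsg101 binding domain, 10 uM final; 20 min, r.t.; 10 mM HEPES pH 7.5, 0.15 M NaCl, 0.01% Tween 20, 3 mM EDTA, 0.1 mM TCEP.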
Mito fusion yeast – inhibitors of mitochondrial division or activators of mitochondrial fusion. S. cerevisiae fusion-defective mutant growth rescue, CellTiterGlo 48 h. Potency, µM (top dose mostly 46.1 µM), for the others: top-dose growth rescue (activation), usual class: activators. 320,000 tested, 0.23% active. AID 485298;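 note: potency is the fitted concentration of half-maximal effect; % of control where 0% means no effect; nearly all actives have a fitted effect of over 45% in size; temperature-sensitive fusion mutants such as fzo1-1 at 37 °C on non-fermentable ethanol glycerol medium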
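Compounds are tested for their ability to restore growth of mitochondrial fusion-defective yeast strains at non-permissive 37C in YPEG medium over 48 hours. Viability is quantified by luciferase luminescence.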
ELG1 repair inh – ELG1-dependent DNA repair inhibition. AID 504467. HEK293T ELG1-luciferase reporter, luminescence, 16 h; DNA damage induced by 5-fluorouridine. 330,000 tested, 2.3% active. Potency, µM (highest dose often 46.1 µM), for the others: at the top dose activity change, negative = inhibition, actives largely listed as inhibitors; note: potency is the fitted concentration of half-maximal effect; % is set by controls: 0 for no effect and ±100 for the full control effect; nearly all actives have a fitted effect of over 55% in size
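Reporter activity after DNA damage by 5-fluorouridine is monitored. Compound-treated cells incubate 16 hr at 37 °C, then ONE-Glo is added for 30 min before luminescence reading.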
TCR activator – activates T cell receptor signaling; primary human leukocytes, anti-CD3, IL-2 HTRF, 48 h; Potency, µM (doses to about 9.22 µM), inactives show top-dose activation of IL-2 secretion, most hits filed as activators; 330,000 tested, under 10 active; note: % of control where 0% means no effect
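Compounds are tested in HTS on primary human leukocytes co-incubated with a-CD3 beads for 48 hr. IL-2 output is measured by time-resolved FRET.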
Tb PFK block – inhibitors of T. brucei phosphofructokinase | T. brucei PFK, ADP-Glo luminescence | Potency, µM (highest dose often 57.5 µM), for the others: at the highest dose activity, negative = inhibition, hits mostly inhibitors | AID 485367 | 330,000 tested, 0.17% active;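 note: potency is the fitted concentration of half-maximal effect; 0% = uninhibited 1x PFK enzyme wells and -100% = no-enzyme wells; nearly all actives have a fitted effect of over 60% in size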
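PFK 1.25 nM, F6P 0.5 mM, ATP 0.1 mM, 0.1 M TEA pH 8.0, 5 mM MgCl2, 0.01% Tween20, 0.1% BSA; 45 min RT. ADP-Glo readout. qHTS titration up to 57 uM; curves fitted, compounds curve-classed.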
AT treatment – potential ataxia-telangiectasia treatment; 320,000 tested, 0.19% active; Potency, µM (series often up to 57.5 µM), without a hit: at the top dose activation, hits mostly activators; […] A-T fibroblasts, KAP-1 phosphorylation AlphaLISA; neocarzinostatin DNA damage 30 min before lysis; AID 485349; note: potency is the fitted concentration of half-maximal effect; % of control where 0% means no effect; nearly all actives have a fitted effect of over 45% in size
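hTERT-immortalized A-T patient fibroblasts ([…]), 500 cells/well in OPTI-MEM, 1% FBS, got compounds for 60 min, then NCS for 30 min at 37C. Lysates were then assayed for phospho-KAP-1 by AlphaLISA (anti-pKAP1 donor, anti-KAP1 acceptor beads), 6 hr at 25C.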
Active calls of the source: *; ? = inconclusive; . = not tested or not shown; [ ] = another dose, or the depositor's remark. Unless noted, calls come from the whole dose curve; as a rule, active = well fitted curve in the direction sought with a large enough effect; inconclusive = small, poorly fitted or top-dose-only effect, or another doubt; inactive = no such curve, though single readings can be large; an effect the other way counts as inactive or inconclusive.

cpd | structure | Chronic BCR inh | TSHR antag | Eya2 phos inh | a7 integrin act | S-ASM inh | PTAP TSG101 blk | Mito fusion yeast | ELG1 repair inh | TCR activator | Tb PFK block | AT treatment
1 | COc1cc(O)c(C(CC(=O)N2CCCC(C)C2)c2ccc(N(C)C)cc2)c(OC)c1 (stereo not given) | -16% | -5 | -4% | 33% | 8% | 0% | 13% | 6% | -5% | 2% | -10%
2 | O=c1cc(-c2ccco2)oc2c1ccc1ccccc12 | ? | -3 | 0% | -16% | 9% | 0% | -4% | ? | 3% | -13% | 0%
3 | Cc1cccc(N(C(=O)Cn2nnc3ccccc32)C(C(=O)NC(C)(C)C)c2ccsc2)c1C (stereo not given) | 3% | -3 | -18% | 1% | -2% | -6% | 2% | ? | 8% | -3% | -1%
4 | CC(O)CNc1nc2ccccc2n1CC(=O)N1CCN(Cc2ccccc2)CC1 (stereo not given) | 6% | 5 | 0% | -10% | 1% | 1% | 1% | 4% | 13% | 3% | 4%
5 | O=C(NCCCc1ccccc1)C1CCC(=O)N(Cc2ccc(Cl)cc2)C1 (stereo not given) | 3% | 19 | 5% | 3% | -1% | -3% | 1% | ? | 8% | 10% | 15%
6 | CCCc1c(C(=O)NNc2cccc(Cl)c2)cnn1-c1ccccc1 | -11% | -7 | -3% | 19% | -3% | -3% | -9% | ? | -2% | -1% | -3%
7 | Nc1ncnc(NCc2ccccc2)c1[N+](=O)[O-] | ? | 3 | -3% | ? | 0% | -2% | -3% | 10µM* | 1%[46.1 µM] | 0% | 5%
8 | COc1ccc(NC(=O)CN2CCN(CC(=O)Nc3ccc(F)cc3)CC2)c(OC)c1 | -4% | -6 | -15% | -30% | 0% | -2% | -23% | -3% | 0% | -4% | 6%
9 | Cc1nnc(SCc2ccc(Cl)cc2)nc1/C=C/N(C)C | 3% | -4 | 1% | -11% | 27% | -7% | -3% | 0% | -13% | -1% | 8%
10 | CCOc1ccccc1/C=N/n1c(COc2ccccc2)n[nH]c1=S | -3% | -14 | 9% | -27% | -8% | -5% | -10% | 14% | 2% | -21% | -2%
11 | Cc1cc(N=NC(=O)c2ccccc2O)c2ccccc2c1O | ? | -72* | 3% | -39% | ? | -5% | -2% | ? | -1% | -4% | -3%
12 | CCCn1cc(C(=O)OCC)c(=O)c2cc(F)c(F)cc21 | 2% | 1 | 16% | 19% | -2% | -1% | 1% | 17% | 2% | 1% | 4%

Next part
cpd | structure | Chronic BCR inh | TSHR antag | Eya2 phos inh | a7 integrin act | S-ASM inh | PTAP TSG101 blk | Mito fusion yeast | ELG1 repair inh | TCR activator | Tb PFK block | AT treatment
13 | O=C(COC(=O)Cc1ccc(Br)cc1)Nc1c(F)c(F)c(F)c(F)c1F | -3% | 6 | 3% | -24% | -1% | -8% | 5% | ? | 2%[46.1 µM] | -4% | 3%
14 | O=C(Nc1ccccn1)c1ccc(COc2ccccc2Cl)o1 | 1% | -9 | -3% | 12% | 0% | -7% | 16% | ? | 0%[46.1 µM] | 0% | .
15 | COc1ccc(-c2nc3ccccn3c2Cl)cc1 | ? | -6 | 9% | ? | -2% | -3% | -8% | ? | 4% | -18% | -6%
16 | O=C(NC1CCCc2c1cnn2-c1ccc(F)cc1F)c1ccccc1N1CCOCC1 (stereo not given) | 6% | 8 | 11% | 4% | 2% | . | -26% | 2% | -5% | -9% | 2%
17 | C=C1/C=C(\C)C(C)(O)CC(O)CC(=O)C(O)C(O)C(C)CC(C)OC(=O)/C(C)=C/CC/C=C/C(OC)C(O)CC(C)C1 (stereo not given) | -11% | 0 | -7% | -16% | -3% | -7% | . | 15µM* | 9% | -2% | 3%
18 | O=C(NCCN1CCN(c2ccccc2)CC1)Nc1ccc(Cl)cc1 | ? | 1 | ? | 4% | -1% | 0% | -18% | -13% | -3% | -10% | .
19 | Cc1ccc(C)c(NC(=S)Nc2cccnc2)c1 | -1% | 10 | -17% | -22% | 7% | 0% | 0%[9.22 µM] | 7% | -1% | -6% | -3%
20 | COCCN(C(=O)CSc1nnc(-c2ccc(Cl)cc2)o1)c1c(N)n(CC(C)C)c(=O)[nH]c1=O | 0% | -11 | 2% | -4% | 0% | -1% | 0% | -7% | -2% | 4% | 3%
21 | Cc1ccccc1C1NC(=O)c2ccccc2O1 (stereo not given) | 0% | 57 | 2% | 0% | -6% | 0% | 1% | 1% | . | 7% | 0%
22 | CC(=O)N1CCN2C(=O)C1CCCC(=O)c1cc(C(C)C)ccc12 (stereo not given) | 2% | 5 | 3% | 14% | 1% | -4% | -2% | ? | 0%[46.1 µM] | 1% | 1%
23 | CCOC(=O)c1c(-c2ccc(F)cc2)csc1NC(=O)CCN1C(=O)c2ccccc2C1=O | 9% | -3 | -5% | -23% | 2% | -1% | 0% | 1% | -6%[46.1 µM] | 1% | -1%
24 | CCC(C)(C)NC(=O)C(c1ccc(C)cc1)N(Cc1cccnc1)C(=O)c1csnn1 (stereo not given) | 9% | 1 | 3% | 7% | 5% | -2% | -4% | -5% | -1%[46.1 µM] | -4% | .

The list continues:
cpd | structure | Chronic BCR inh | TSHR antag | Eya2 phos inh | a7 integrin act | S-ASM inh | PTAP TSG101 blk | Mito fusion yeast | ELG1 repair inh | TCR activator | Tb PFK block | AT treatment
25 | CCNC(=S)N(Cc1cc2c(C)ccc(C)c2[nH]c1=O)C1CCCC1 | 0% | -7 | -1% | -1% | -4% | -2% | ? | 27% | 4% | -1% | 11%
26 | Cc1nnc(SCC(=O)Nc2ccc([N+](=O)[O-])cc2)n1C | 2% | 46 | -4% | 0% | 0% | -1% | -1% | 0% | -1% | -4% | 10%
27 | Cc1cc(Cl)c2oc(C(=O)N(C)Cc3cc(C)[nH]n3)c(C)c2c1 | ? | 15 | -5% | -10% | -2% | 0% | 2% | 5% | -8% | 1% | 7%
28 | COc1ccc(Cl)cc1NC(=O)COC(=O)C1CC(=O)N(Cc2ccccc2)C1 (stereo not given) | 1% | -18 | 0% | -3% | -2% | -10% | . | 6% | . | 0% | 0%
29 | CCC(CC)NC(=O)c1ccc(Cl)cc1 | 1% | -12 | -3% | -8% | 2% | -4% | -3% | 0% | 1%[46.1 µM] | 3% | 11%
30 | NC(=O)C1Cc2ccccc2CN1C(=O)c1cc(C2CC2)nn1-c1ccccc1 (stereo not given) | -4% | . | -30% | -14% | 3% | -7% | . | ? | -2% | 0% | -11%
31 | CC(C)CCOc1cccc(OCC(=O)O)c1 | 10% | 3 | 5% | 24% | -2% | -1% | -2% | 0% | 0% | -7% | -1%
32 | CCCCc1sc(-c2c(C#N)c(N)nc3c2CCCCC3)cc1[N+](=O)[O-] | 0% | 1 | 16% | -4% | -8% | -8% | 2% | -18% | 1% | -2% | 0%
33 | Cc1nnc(SCC(=O)N(Cc2ccccc2)C(C)(C)C)[nH]c1=O | 12% | -5 | 12% | -3% | -6% | 0% | -5% | -1% | -2% | 1% | -8%
34 | O=C1Cc2ccccc2N1c1ccccc1 | 1% | 4 | 18%[15.4 µM] | 22% | -2% | -4% | 2% | 4% | -9% | 4% | 8%
35 | COC(=O)N/N=C/c1ccc(-c2ccc(Cl)c(Cl)c2)o1 | 0% | -21 | -3% | -29% | -2% | 0% | 5% | ? | 6%[46.1 µM] | 1% | 1%
36 | O=C(c1ccco1)N1N=C(c2ccccc2)CC1c1ccc2nccnc2c1 (stereo not given) | 1% | -1 | 11% | -3% | -4% | 0% | 3% | 12% | -5% | 1% | 1%
37 | Cc1cccc(C)c1NC(=S)N1CC(C)OC(C)C1 (stereo not given) | -14% | 0 | 5% | 6% | 4% | -6% | -5% | -12% | -2% | -1% | -6%
38 | COc1ccc(C[C@@H]2CN3C(=NC[C@@H]3C)N2C[C@H](C)NC(=O)CCC2CCCCC2)cc1 | 2% | 7 | 7% | 5% | 1% | -1% | 1% | 13% | 1% | 1% | -11%
39 | COCCOc1ccc(C(F)(F)F)cc1NC(=O)COC(=O)c1cc[n+]([O-])cc1 | -8% | 0 | -20% | 8% | -2% | -4% | -4% | 11% | -5% | 6% | -7%

Screening results: PubChem, National Center for Advancing Translational Sciences (NCATS)
